High-throughput results: PubChem BioAssay, several laboratories
CSM14.1 death rescue: rescue of cells from ER stress-induced death, primary screen, 384-well, CSM14.1, thapsigargin, ATP luminescence (AID 1222); CSM14.1 thapsigargin-induced death rescue, ATP luminescence; higher % means a stronger effect; one-dose cellular ATP content (survival), % at 20 µM; EC50 in µM for titrated hits; 190,000 tested, under 10 active;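 active means EC50 below 50 µM in the dose-response confirmation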;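 further: death triggered by thapsigargin at about 15 µM added after 2 h compound pretreatment; cell ATP read after overnight thapsigargin exposure of roughly 18 to 22 hours; normalized against plate controls of thapsigargin alone and 5% DMSO vehicle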
Rac1 GTP hydrolysis: MgcRacGAP GTPase-activating activity inhibitors, confirmation, biochemical, ADP Hunter fluorescence; MgcRacGAP-stimulated Rac1 GTP hydrolysis, ADP Hunter fluorescence; higher % means a stronger effect; GST-tagged Rac1 F28L mutant substrate; inhibition, % at 30 µM, or IC50 in µM where a hit was titrated; actives 0.6% (n = 340,000);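 active means first-screen hits whose inhibition reached a set limit at any dose in the follow-up dose series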;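 further: fluorescence reports GDP produced by GAP-driven GTP hydrolysis; strong numbers were not always called active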
GPR35 antagonists: GPR35 antagonists blocking zaprinast-driven arrestin recruitment, primary screen, imaging, U2OS, beta-arrestin-GFP, zaprinast agonist (AID 2058) | actives 0.052% (n = 290,000) | U2OS GPR35 beta-arrestin-GFP translocation imaging, zaprinast antagonism; higher % means a stronger effect | inhibition, % at 10 µM; hits with a dose series show IC50 in µM;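 active means inhibition of at least 50% with at least 30 cells and total cytoplasm GFP at most 10,000,000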
LYP phosphatase: inhibitors of LYP phosphatase, biochemical, fluorescence intensity, uHTS (AID 1779); recombinant LYP phosphatase, fluorescence intensity; higher % means a stronger effect; inhibition, % at 11.5 µM; hits with a dose series show IC50 in µM; actives 0.054% (n = 290,000); in the data active means inhibition above about 50%;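 further: plate controls were vehicle with enzyme for no effect and no enzyme for full effect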
RSV antiviral HEp-2: inhibition of RSV-induced cytopathic effect – HEp-2 cells, primary 10 µM value included (AID 2391). actives 0.13% (n = 310,000). CPE inhibition, % at 10 µM; hits with a dose series show IC50 in µM. HEp-2 cells, RSV-induced CPE inhibition; higher % means a stronger effect; in the data active means a potency from the dose series; further: strong numbers were not always called active
Salmonella PhoP GFP: PhoP-dependent GFP reporter repression – Salmonella Typhimurium, primary screen (AID 1863). S. Typhimurium PhoP-regulated promoter GFP reporter, 4 h; higher % means a stronger effect. inhibition, % at 50 µM; hits with a dose series show IC50 in µM. actives 0.16% (n = 300,000);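 active means inhibition over 29.93%, a cutoff 3 SD above the screen mean, later confirmed by dose response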;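 further: 0% = low Mg2+ inducing control and 100% = high Mg2+ repressing control; strong numbers were not always called active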
SV40 large T antigen: SV40 large T antigen inhibitors, biochemical (AID 1903); SV40 large T antigen ATPase/helicase inhibition assay; higher % means a stronger effect; one-dose inhibition, % at 20 µM; IC50 in µM for titrated hits; actives 0.39% (n = 310,000); in the data active means a potency from the dose series; further: strong numbers were not always called active
West Nile virus CPE: inhibition of WNV-induced cytopathic effect – cell-based, CPE readout (AID 1621). actives 0.02% (n = 290,000). CPE inhibition, % at 10 µM, or IC50 in µM where a hit was titrated. West Nile virus-infected cells, CPE inhibition; higher % means a stronger effect; in the data active means a potency from the dose series; further: strong numbers were not always called active
Dengue-2 NS5 capping: Dengue-2 NS5 methyltransferase inhibitors, primary screen, biochemical, confirmation dose response (AID 588689); Dengue-2 NS5 methyltransferase capping enzyme assay, biochemical; higher % means a stronger effect; one-dose inhibition, % at 25 µM; IC50 in µM for titrated hits; actives 0.3% (n = 340,000); in the data active means a potency from the dose series
Dengue-2 NS5 capping pilot replicate: also measured in Dengue-2 NS5 capping; calls as there; inhibition, %; measured here: pilot screen replicate inhibition
* = called active by the depositor; / = not tested or not shown. No enrichment for hits. Share with any hit: about 1.5%.

SMILES | CSM14.1 death rescue | Rac1 GTP hydrolysis | GPR35 antagonists | LYP phosphatase | RSV antiviral HEp-2 | Salmonella PhoP GFP | SV40 large T antigen | West Nile virus CPE | Dengue-2 NS5 capping | others
CCCC(C(=O)NC(C)(C)C)N(CC1CCCO1)C(=O)CNS(=O)(=O)c1ccc(F)cc1 (stereo not drawn) | / | 7% | 2% | -1% | 0.9% | -7% | 4% | -0.7% | -2%
Cc1ccc(S(=O)(=O)N(C(=O)c2ccncc2)c2ccc3oc4c(c3c2)CCCC4)cc1[N+](=O)[O-] | -0.2% | 5% | 13% | 2% | 5.1% | -6% | 13% | -1.0% | -12%
CC(C)OC(=O)c1cccc(-c2ccc(C=O)o2)c1 | -0.5% | 2% | / | -2% | 3.5% | 2% | 11% | 0.1% | 6%
c1cncc(-c2nc3ccccn3c2Nc2ccc3c(c2)OCCO3)c1 | 0.2% | 16% | 10% | -8% | -0.5% | 8% | 18% | / | -3%
Cc1cc(Cl)nc(NC(=O)Nc2cccc(Cl)c2)n1 | / | 5% | -8% | -1% | 0.0% | -15% | 3% | 0.6% | 2%
CCC(C)NC(=O)c1cc(Cl)ccc1OC (stereo not drawn) | 1.1% | -5% | -2% | -7% | 1.9% | -4% | 12% | -0.3% | -1%
O=C1CC(NCC2CCCO2)C(=O)N1c1ccc(F)cc1 (stereo not drawn) | -2.4% | 6% | 4% | -7% | 0.2% | -11% | 4% | 0.3% | -1%
CCOc1ccc(/C=C/C(=O)c2c(O)cc(C)oc2=O)cc1 | / | 0% | 10% | 2% | 17% | -1% | 11% | -0.1% | -17%
COC(=O)c1c(C)[nH]c(C)c1-c1ccccc1Cl | -1.0% | 8% | 12% | -6% | 0.0% | 8% | 15% | 0.4% | /
COc1ccc(-c2cc(C(=O)O)sc2C)cc1 | 2.0% | 4% | -7% | -4% | 2.9% | 12% | -1% | 0.1% | -4%

Reprinted from the part before: two entries, followed by the next part.
SMILES | CSM14.1 death rescue | Rac1 GTP hydrolysis | GPR35 antagonists | LYP phosphatase | RSV antiviral HEp-2 | Salmonella PhoP GFP | SV40 large T antigen | West Nile virus CPE | Dengue-2 NS5 capping | others
COC(=O)c1c(C)[nH]c(C)c1-c1ccccc1Cl | -1.0% | 8% | 12% | -6% | 0.0% | 8% | 15% | 0.4% | /
COc1ccc(-c2cc(C(=O)O)sc2C)cc1 | 2.0% | 4% | -7% | -4% | 2.9% | 12% | -1% | 0.1% | -4%
CCc1ccccc1NC(=O)CSc1nnc(-c2ccco2)n1N | 0.3% | 6% | 9% | -12% | 1.6% | -5% | -1% | -0.6% | -1% | Dengue-2 NS5 capping pilot replicate=-4.9
COc1ccccc1/C=C(\C#N)C(=O)Nc1ccc(S(N)(=O)=O)cc1 | 1.0% | 1% | -13% | 2% | -1.2% | 6% | 0% | -0.3% | -1%
Cc1ccccc1C(=O)N1CCN(CCNC(=O)C(=O)Nc2ccc(Br)cc2)CC1 | / | 9% | 0% | -4% | 4.8% | 2% | -10% | -0.8% | -7%
CCO[C@@H]1OC(C(=O)NCc2ccccc2)=C[C@H](C(C)(C)C)[C@H]1CCCO | / | 9% | -10% | -8% | -0.8% | 1% | 8% | -0.5% | -8%
O=C(Nc1ccccc1N1CCOCC1)c1ccc(N2CCOCC2)c([N+](=O)[O-])c1 | 0.2% | -4% | -10% | 1% | -0.1% | -3% | 10% | -0.2% | -2%
O=c1c2c(-c3ccccc3)csc2nc2n1CCC2 | / | 1% | 16% | 0% | 1.3% | 12% | -3% | 0.3% | -1%
O=C1OC(COc2ccc(Br)cc2)CN1c1ccccc1 (stereo not drawn) | / | 1% | -3% | -4% | 1.8% | -9% | 12% | 1.2% | -12%
Nc1ccc(-c2nc3ccc([N+](=O)[O-])cc3[nH]2)cc1 | -0.1% | 18% | -4% | -8% | 3.5% | -17% | 2% | -0.5% | -10%
CCN1CCN(CCCNC(=O)CS(=O)(=O)Cc2nc(-c3cccc(OC)c3)oc2C)CC1 | / | -15% | -1% | -6% | -0.2% | 3% | 6% | 1.0% | 0%
OC(CN=c1sc2ccccc2n1CC(O)COc1ccccc1)COc1ccccc1 (stereo not drawn) | 0.3% | 6% | -4% | 2% | 14% | 1% | 8% | 0.6% | -11%
Cc1ccc(NCCC(=O)c2cccs2)cc1 | 0.7% | 14% | 9% | -6% | 2.5% | 4% | 10% | 0.8% | -12%
Cc1ccc(-n2ncc3c2CC(C)(C)CC3NC(=O)CCc2ccncc2)cc1 (stereo not drawn) | / | 8% | 4% | -8% | 1.6% | 1% | 24% | -2.0% | 0%
COc1ccccc1C(=O)N1CCC(N2CCN(c3ccccc3)CC2)CC1 | / | 29% | -3% | -3% | / | -12% | 11% | -0.2% | -3%
COc1ccc(/C=N/NC(=O)c2cccc([N+](=O)[O-])c2)cc1O | -1.5% | 8% | 6% | -1% | -0.5% | 2% | 30% | -0.9% | 1%
COc1ccc(N=C2SCC(c3ccc([N+](=O)[O-])cc3)=NN2CCO)cc1 | / | 16% | 4% | 6% | 44% | -8% | 8% | 0.1% | -49%
CSc1ccc(CN2CCC(C(=O)NCc3ccc(C)cc3)CC2)cc1 | -1.0% | 108µM* | -1% | -9% | -0.4% | 2% | 23% | 0.0% | -3%
Cc1nc(NC(=O)c2cc3ccccc3o2)sc1C | / | 9% | 6% | -5% | 2.5% | -1% | 3% | -0.9% | -2%
C=CCNC(=O)NC(=O)COn1nnc2ccc(S(=O)(=O)N(C)C)cc21 | -1.4% | 2% | 1% | 0% | 2.0% | -2% | 7% | 1.3% | 2%
COc1ccc(NC(=O)COC(=O)C2CC(=O)N(Cc3ccc(C)cc3)C2)cc1 (stereo not drawn) | / | 8% | -1% | -3% | 1.8% | -6% | 12% | -0.1% | 5%
O=C(c1ccccc1F)N1CCCC(C(=O)N2CCc3ccccc3C2)C1 (stereo not drawn) | / | -2% | -3% | -8% | / | -9% | 3% | -0.1% | 2%
CN(CC(=O)Nc1cccc(F)c1)C(=O)CCCc1nc2ccccc2c(=O)[nH]1 | / | 5% | / | / | -2.1% | 1% | 18% | / | -1%
NC(=O)c1cc(S(=O)(=O)NCc2ccc(Br)cc2)cs1 | / | 8% | -5% | -6% | 4.2% | -1% | 9% | -0.4% | -1%
O=C(O)c1ccc(/C=N/O)cc1 | / | 2% | 0% | -3% | 1.0% | -13% | 8% | 0.0% | -12%
Cc1nnc(SCC(=O)NC(C)(C)C)n1NCc1ccc(Cl)cc1 | 1.2% | -4% | 15% | -12% | 1.6% | / | / | -1.3% | 2%
CC(Oc1ccc(Cl)cc1Cl)C(=O)NCCCN1CCOCC1 (stereo not drawn) | -2.9% | 10% | 20% | -14% | -0.7% | -5% | 8% | 0.1% | -2%
Cn1c(=O)c2c(ncn2CC(O)CNc2cccc(Cl)c2)n(C)c1=O (stereo not drawn) | 0.3% | 7% | 13% | -8% | 8.3% | 3% | 4% | -0.2% | 0%
COc1ccc2c(c1)C(=O)N(Cc1ccccc1)C(=O)C2(C)C | / | 4% | 0% | -8% | 6.9% | 4% | 2% | -0.1% | -7%
COc1ccccc1NC(=O)Nc1nc(CC(=O)N2CCN(c3ccccc3OC)CC2)cs1 | / | 8% | / | / | 46% | 2% | 22% | / | -3%
C=CCn1c(-c2csc3c2CCC(C)C3)n[nH]c1=S (stereo not drawn) | 13% | 10% | 2% | 1% | 20% | -1% | 0% | -0.8% | 3%
CCN1C(=O)[C@H]2[C@@H](c3ccc(-c4ccc(F)cc4)cc3)N[C@@](CC(C)C)(C(=O)OC)[C@H]2C1=O | / | 3% | / | / | 0.7% | / | 6% | / | -2%
CCNS(=O)(=O)c1ccc(CCC(=O)NCc2ccncc2)cc1 | / | 7% | 16% | -6% | 0.2% | 2% | 6% | 0.3% | -1%
CCc1ccc(N2C(=O)C3C4C=CC(CC4)C3C2=O)cc1 (stereo not drawn) | / | 8% | 8% | -8% | 0.8% | -6% | 7% | -1.0% | -3% | Dengue-2 NS5 capping pilot replicate=0.9
CC1=CC(C)C2C(=O)N(c3ccccc3)C(=O)C2C1 (stereo not drawn) | -0.3% | 4% | 0% | -2% | 1.7% | 28% | 14% | 0.0% | -2%
CCN(CC(=O)Nc1ccccc1OC)CC(=O)Nc1c(Cl)ccc(C)c1Cl | -0.5% | 2% | 1% | -2% | 1.8% | -9% | 20% | 0.0% | -4%
O=C1C2C3C=CC(CC3)C2C(=O)N1/N=C/c1ccc(O)cc1 (stereo not drawn) | -2.3% | 1% | 5% | -9% | -0.4% | 0% | 23% | -0.1% | 0%
CC(=O)c1ccc(NC(=O)c2noc(C)c2[N+](=O)[O-])cc1 | / | 16% | 8% | -9% | 0.9% | 3% | 5% | 0.5% | -2%
Cc1ccc(C(=O)N2CCC(C)CC2)cc1S(=O)(=O)N1CCCCC1 | / | 4% | 1% | -7% | 0.6% | 0% | 5% | -0.5% | 1%
Cc1cc(C)n(S(=O)(=O)/C=C/c2ccccc2)n1 | -3.0% | 8% | -10% | -9% | -0.8% | 1% | 1% | 0.2% | 3%

Compounds shown so far with a nitro group on carbon (6):
SMILES | CSM14.1 death rescue | Rac1 GTP hydrolysis | GPR35 antagonists | LYP phosphatase | RSV antiviral HEp-2 | Salmonella PhoP GFP | SV40 large T antigen | West Nile virus CPE | Dengue-2 NS5 capping | others
Cc1ccc(S(=O)(=O)N(C(=O)c2ccncc2)c2ccc3oc4c(c3c2)CCCC4)cc1[N+](=O)[O-] | -0.2% | 5% | 13% | 2% | 5.1% | -6% | 13% | -1.0% | -12%
O=C(Nc1ccccc1N1CCOCC1)c1ccc(N2CCOCC2)c([N+](=O)[O-])c1 | 0.2% | -4% | -10% | 1% | -0.1% | -3% | 10% | -0.2% | -2%
Nc1ccc(-c2nc3ccc([N+](=O)[O-])cc3[nH]2)cc1 | -0.1% | 18% | -4% | -8% | 3.5% | -17% | 2% | -0.5% | -10%
COc1ccc(/C=N/NC(=O)c2cccc([N+](=O)[O-])c2)cc1O | -1.5% | 8% | 6% | -1% | -0.5% | 2% | 30% | -0.9% | 1%
COc1ccc(N=C2SCC(c3ccc([N+](=O)[O-])cc3)=NN2CCO)cc1 | / | 16% | 4% | 6% | 44% | -8% | 8% | 0.1% | -49%
CC(=O)c1ccc(NC(=O)c2noc(C)c2[N+](=O)[O-])cc1 | / | 16% | 8% | -9% | 0.9% | 3% | 5% | 0.5% | -2%
